Source: PubChem BioAssay
RGS12 GoLoco inh: RGS12 GoLoco-Gai1 interaction inhibition. P63096. Gai1:RGS12 GoLoco peptide FP, rhodamine, 10 min. Potency, µM (doses to about 61.6 µM), for inactives: top-dose activity, negative = inhibition, usual class: inhibitors. 230,000 compounds, 0.44% hits. AID 880; active = well fitted inhibition curve with a large enough effect, not every such curve was filed as active; inactive = no such curve, though single readings can be large or run the other way; also: % is scaled to controls: 0 for no effect and ±100 for the full control effect; nearly all actives have a fitted effect of over 30% in size; many of its hits are not listed in these tables
KDM4E inh: inhibitors of human JMJD2E histone demethylase | JMJD2E catalytic domain, FDH-coupled NADH fluorescence (FDH is formaldehyde dehydrogenase) | Potency, µM (titrated, usually from 57.1 µM), without a hit: at the highest dose activity change, negative = inhibition, most hits filed as inhibitors | 230,000 compounds, 1.6% hits | AID 2147; active = well fitted inhibition curve with a large enough effect, not every such curve was filed as active; inconclusive = small, poorly fitted or top-dose-only effect, or another doubt; inactive = no such curve, though single readings can be large or run the other way;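 also: 0% = wells with enzyme and -100% = buffer wells without enzyme; nearly all actives have a fitted effect of over 50% in size; many of its hits are not listed in these tables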
Target sequence (B2RXH2 1-337 limits assumed): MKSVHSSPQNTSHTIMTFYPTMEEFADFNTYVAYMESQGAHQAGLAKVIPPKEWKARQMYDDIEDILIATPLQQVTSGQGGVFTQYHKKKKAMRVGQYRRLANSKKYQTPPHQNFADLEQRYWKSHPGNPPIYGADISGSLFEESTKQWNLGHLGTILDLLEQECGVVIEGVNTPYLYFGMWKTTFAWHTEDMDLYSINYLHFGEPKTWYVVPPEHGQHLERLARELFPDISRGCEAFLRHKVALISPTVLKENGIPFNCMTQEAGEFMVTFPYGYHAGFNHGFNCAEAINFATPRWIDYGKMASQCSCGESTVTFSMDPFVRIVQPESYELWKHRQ
Epigenetic derep: regulators of epigenetic silencing causing reporter derepression in mouse cells; murine LDR cells, GFP reporter derepression, 30 h; Potency, µM (doses to about 53.9 µM), inactives show at the top dose GFP activation, most hits filed as activators; 280,000 compounds, 0.2% hits; AID 1865; also: % of control where 0% means no effect; nearly all actives have a fitted effect of over 60% in size
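Reporter derepression read as number of fluorescent GFP-positive objects, 20-120 um in size, counted by laser-scanning cytometer. Mouse LDR line with an epigenetically silenced CMV-GFP locus; compound incubation 30 h, 37 C.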
SMN2 splice up: SMN2 splice variant enhancement | HEK293 SMN2-luciferase splicing reporter, luminescence, 30-36 h | Potency, µM (highest dose often 46.1 µM), inactives show at the top dose activity change, positive = activation, usual class: activators | 210,000 compounds, 2.8% hits | AID 1458; also: % of control where 0% means no effect; nearly all actives have a fitted effect of over 55% in size
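HEK293 cells carry an SMN2 minigene-luciferase reporter in which exon 7 inclusion puts luciferase in frame. Cells were seeded at 2000 cells/well, attached for 10-12 hours, then exposed to compounds for 30-36 hours at 37C before ONE-Glo luminescence.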
NPSR antagonist: neuropeptide S receptor (human) antagonism, cAMP | Q6W5P4 | CHO-NPSR cells, cAMP TR-FRET, antagonist mode | Potency, µM (highest dose often 38.3 µM), for inactives: at the top dose activity change, negative = inhibition, actives largely listed as inhibitors | 220,000 compounds, 1% hits; also: % is scaled to controls: 0 for no effect and ±100 for the full control effect; nearly all actives have a fitted effect of over 50% in size; many of its hits are not listed in these tables
IMPase Li inh: IMPase inhibition in cells with lithium potentiation; AID 1457; 210,000 compounds, 0.35% hits; Potency, µM (series often up to 59.4 µM), for the others: at the highest dose activity, negative = IMPase inhibition, usual class: inhibitors; CHO-M1 cells, IP1 TR-FRET (IP-One), carbachol + lithium;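 also: IP1 builds up when IMPase is blocked and the TR-FRET signal falls; plate controls were basal vehicle for no effect and high inhibitor control for full effect; nearly all actives have a fitted effect of over 50% in size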
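IP1 accumulation measured by competitive TR-FRET in lysed CHO-M1 cells after 30 min compound exposure at 37C, with a small lithium addition to potentiate weak responses. Hill-equation AC50 from ratio and donor-channel data.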
RECQ1 inh: blocks DNA unwinding by human RECQ1 | RECQ1 DNA unwinding, red fluorescence kinetic read | Potency, µM (top dose mostly 57.3 µM), without a hit: at the highest dose activity, negative = inhibition, most hits filed as inhibitors | 240,000 compounds, 0.54% hits | AID 2549;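 also: plate controls were vehicle for no effect and no enzyme for full effect; nearly all actives have a fitted effect of over 30% in size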
Target sequence (P46063 whole entry, looked up): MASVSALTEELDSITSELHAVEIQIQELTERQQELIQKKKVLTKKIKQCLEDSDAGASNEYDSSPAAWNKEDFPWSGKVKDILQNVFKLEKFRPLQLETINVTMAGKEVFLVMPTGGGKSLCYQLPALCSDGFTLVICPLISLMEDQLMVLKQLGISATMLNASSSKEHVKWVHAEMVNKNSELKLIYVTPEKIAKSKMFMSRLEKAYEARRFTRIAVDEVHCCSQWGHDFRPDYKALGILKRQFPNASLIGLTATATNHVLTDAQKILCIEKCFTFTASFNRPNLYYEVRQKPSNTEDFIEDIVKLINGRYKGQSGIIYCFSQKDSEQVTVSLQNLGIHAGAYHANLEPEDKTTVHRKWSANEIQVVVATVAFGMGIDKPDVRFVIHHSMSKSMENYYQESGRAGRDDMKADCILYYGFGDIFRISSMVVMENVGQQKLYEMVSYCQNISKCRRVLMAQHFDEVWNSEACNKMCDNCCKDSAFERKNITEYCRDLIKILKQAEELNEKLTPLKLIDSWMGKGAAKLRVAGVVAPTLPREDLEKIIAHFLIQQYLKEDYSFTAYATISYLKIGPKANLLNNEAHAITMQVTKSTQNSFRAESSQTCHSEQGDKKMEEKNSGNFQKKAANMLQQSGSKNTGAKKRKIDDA
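50 nM RECQ1T1 preincubated 15 min with compound in Tris pH 8.0 buffer with MgCl2, DTT, Tween-20 and 2.5 ug/ml poly(dI-dC); started with 200 nM TAMRA/BHQ-2 forked duplex and 2 mM ATP. Unwinding read as fluorescence (525/598 nm), two reads 2 h apart.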
KinaseGlo FLuc: blocks Kinase-Glo luciferase, a counter-screen artifact. Q27757. Kinase-Glo luciferase, ATP luminescence, 8 min. Potency, µM (top dose mostly 38.3 µM), without a hit: at the top dose activity change, negative = inhibition, usual class: inhibitors. 200,000 compounds, 0.28% hits. AID 1379; also: % is scaled to controls: 0 for no effect and ±100 for the full control effect; nearly all actives have a fitted effect of over 60% in size
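Inhibition of Kinase-Glo luciferase light generation was assessed at 10 uM ATP in pH 7.2 imidazole buffer, with luminescence measured after eight minutes at ambient temperature.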
* hit, by the source's call; i = inactive; u = inconclusive; x = not tested or not shown; [ ] = another dose, or the depositor's remark. Unless noted, calls follow the shape of the dose curve; as a rule, active = well fitted curve in the direction sought with a large enough effect; inconclusive = small, poorly fitted or top-dose-only effect, or another doubt; inactive = no such curve, though single readings can be large; an effect the other way counts as inactive or inconclusive. Potency is read from the fitted curve at half-maximal effect. A portion of the library, so the mix of outcomes need not match the whole.

canonical_smiles	RECQ1 inh	SMN2 splice up	KinaseGlo FLuc	KDM4E inh	NPSR antagonist	RGS12 GoLoco inh	Epigenetic derep	IMPase Li inh
Cn1cccc1Cc1nnc(SCC(=O)N2CCCc3ccccc32)n1-c1ccc(F)cc1	-7%	-21%	7%	-9%	-18%	5%	-1.0%	13%
NC(N)=NC(=S)Nc1ccc(Cl)cc1	-9%	x	x	2%	-14%	-6%	0.0%	x
O=[N+]([O-])c1ccccc1OCCOc1ccccc1[N+](=O)[O-]	40µM*	x	x	5%	2%[7.67 µM]	5%	0.0%	x
O=C(NCC1CCCO1)Nc1ccc2c(c1)OCO2 (stereo not given)	i	x	x	-2%	-10%	-8%	-0.2%	1%
O=S(=O)(c1cccc2cccnc12)N1CCN(c2ccccc2)CC1	-1%	-36%	1%	-23%	-3%[46.1 µM]	12%	-0.1%	66%[activator][38.3 µM]
CC(=O)Nc1ccc(S(=O)(=O)NCC(=O)NC(C)c2ccc(S(N)(=O)=O)cc2)cc1 (stereo not given)	i	x	x	-1%	-13%	8%	0.2%	x
C/C(=N\NC(=O)c1cccs1)C(C)(C)C	8%	10%	-2%	6%	3%	-1%	0.0%	0%
CC(C)OC(=O)CN1CCN(C2c3ccccc3-c3ccccc32)CC1	-15%	-12%	-1%	2%	0%[46.1 µM]	1%	0.9%	1%[38.3 µM]
CC1CCCN(c2nc3ccccc3nc2C(C#N)S(=O)(=O)c2ccccc2)C1 (stereo not given)	-7%	-32%[inhibitor]	-7%	u	-6%[46.1 µM]	-9%	u	6%[38.3 µM]
Cc1onc(-c2ccccc2)c1C(=O)Nc1nc(-c2cc(F)ccc2F)cs1	-1%	11%	-6%	-5%	u	-7%	1.3%	u
O=C(NC1CCCCC1)[C@H](CSCc1ccccc1)N1Cc2ccccc2C1=O	-8%	-18%	-1%	-2%	-33%	-23%	-0.1%	6%
CC(C)(C)c1nnc(NC(=O)CS(=O)(=O)Cc2ccccc2)s1	5%	-7%	1%	2%	-8%	3%	3.2%	-5%
CNC(=O)/C=C1\NC(C)(C)Cc2c1ccc1ccccc21	-6%	-23%	-6%	-26%	-3%[46.1 µM]	7%	-0.6%	-1%[38.3 µM]
Oc1ccc(Cc2ncc(C(F)(F)F)cc2Cl)cc1	-19%	-14%	0%	-5%	-5%	8%	0.0%	1%
CCOC(=O)c1c(NC(=S)NC(C)=O)sc(C)c1C	2%	6%	-1%	-6%	-21%	14%	-1.0%	-1%
CCN(Cc1cnn(C)c1)C(=O)c1cc(COc2ccc(F)cc2F)on1	i	x	x	0%	1%	4%	2.4%	x
CN(CC(=O)Nc1ccc(F)c(F)c1F)C1CCCCC1	i	-13%	1%	-4%	-19%[46.1 µM]	9%	-1.0%	19%[38.3 µM]
O=C1S/C(=C\c2ccc(N3CCOCC3)o2)C(=O)N1Cc1c(F)cccc1Cl	-11%	-32%[inhibitor]	0%	-13%	u	1%	8.9µM*	3%[38.3 µM]
CC(C)c1ccc(/C=N/NC(=O)CN(c2cccc(Cl)c2Cl)S(C)(=O)=O)cc1	-23%	-4%	-8%	-10%	u	13%	13%	0%[38.3 µM]
CC1(C)C2C/C(=N\O)C(C)(/[N+]([O-])=C/c3cccc([N+](=O)[O-])c3)CC21 (stereo not given)	1%	-26%	0%	-9%	13%	12%	1.1%	1%
COc1ccc(CCNC(=O)CN2CCOc3ccccc32)cc1OC	-1%	-7%	0%	-5%	1%	-8%	0.3%	1%
CN(C)/C=N/c1nc2nccc(-c3ccccn3)n2n1	-3%	2%	1%	u	0%	-17%	-1.4%	-15%
COC(=O)C1=C(C(=O)OC)[C@@H]2N(C)c3ccccc3[C@@]23C[C@@H](CO)N(C(=O)c2ccco2)C3=N1	2%[11.5 µM]	u	-6%[7.66 µM]	2%[11.4 µM]	x	-5%[14.2 µM]	x	-1%
O=C(CSc1ncnc2c1oc1ccccc12)Nc1cccc(C(F)(F)F)c1	-7%	-20%	1%	u	u	11%	6.8%	u
Cc1ccc(S(=O)(=O)N/N=C/c2ccccc2O)cc1[N+](=O)[O-]	-12%	-25%	5%	-10%	3%	-1%	-2.5%	-4%
Cc1ccc(NC(=O)CC2CS(=O)(=O)CC2CC(=O)Nc2ccc(C)c(C)c2)cc1C (stereo not given)	i	4%	1%	1%	-6%[46.1 µM]	4%	0.0%	-28%[38.3 µM]
COc1ccc(OCC(O)Cn2c(Nc3cccc(C)c3)nc3c2c(=O)n(C)c(=O)n3C)cc1 (stereo not given)	-7%	-5%	-1%	-28%	-34%	-1%	5.0%	7%
O=C(Cc1ccc(-n2c(=O)c3ccccc3n(CC(=O)Nc3ccc(F)cc3F)c2=O)cc1)NCc1ccco1	i	-5%	0%	u	-3%	14%	1.4%	0%
S=C([S-])NCCNC(=S)[S-].[Zn+2]	32µM*	-15%	x	x	x	45%[activator]	x	20%
CCOC(=O)C1(CC2CC2)CCN(Cc2ccc(OC)cc2F)CC1	4%	x	0%	-1%	18%	-15%	-1.1%	19%
C=CCn1c(C2CCCCC2)n[nH]c1=S	0%	1%	1%	5%	12%	5%	-1.9%	4%
CC(Sc1nncn1C)C(=O)Nc1ccc(Cl)cn1 (stereo not given)	0%	2%	-1%	1%	12%	11%	-1.1%	6%
O=C(Nc1ncccn1)c1cc(-c2ccc(F)cc2)nc2ccccc12	-11%	8%	-3%	-6%	14%	3%	5.1%	-5%
CC1CC2=C(C(=O)O1)C(c1ccc(Cl)cc1)Nc1ccccc1N2 (stereo not given)	-14%	-3%	-4%	3%	-4%	4%	1.1%	-8%
Cn1c(=O)[nH]c(=O)c2c1nc(Br)n2CCC(=O)c1ccccc1	0%	-12%	-9%	3%	-10%[46.1 µM]	2%	-3.3%	-7%[38.3 µM]
CCN(CC)S(=O)(=O)c1cccc(C(=O)N/N=C/c2cc(OC)c(O)c(OC)c2)c1	-22%	-10%	0%	-6%	-5%[46.1 µM]	-6%	0.0%	10%
O=C(CCOc1ccccc1)Nc1cccc([N+](=O)[O-])c1	-10%	18%	6%	2%	-15%	8%	-0.4%	12%
C#CCOC(=O)c1ccccc1C(=O)OCC#C	-10%	5%	5%	-3%	-4%[46.1 µM]	11%	0.0%	1%[38.3 µM]
COc1cc(C2c3c(-c4cc(Cl)c(C)cc4O)n[nH]c3C(=O)N2Cc2cccnc2)ccc1O (stereo not given)	-8%	-14%	-2%	-1%	-6%[46.1 µM]	11%	0.0%	2%[38.3 µM]
O=C(COc1ccc2c3c(c(=O)oc2c1)CCC3)c1ccc2c(c1)OCO2	u	-23%	1%	u	-10%[46.1 µM]	9%	-4.1%	-1%[38.3 µM]
COc1ccc(N2CCN(c3ccc([N+](=O)[O-])cc3Cl)CC2)cc1	-8%	-15%	0%	7%	1%	-15%	2.6%	6%
CCOC(=O)C1CCN(C(=O)c2ccccc2N(C)S(C)(=O)=O)CC1	i	-16%	6%	-4%	-30%[46.1 µM]	0%	-1.0%	-6%[38.3 µM]
O=S(=O)(NCc1ccccc1)c1ccc(S(=O)(=O)N2CCCCC2)cc1	-4%	22%	1%	-1%	-3%[46.1 µM]	10%	2.9%	1%[38.3 µM]
Cc1ccc(N(CC(=O)Nc2ccc(F)cc2)S(=O)(=O)N2CCCC2)cc1	-4%	-1%	-5%	4%	-19%[46.1 µM]	8%	-2.2%	-2%[38.3 µM]
C/C=C(\C)c1nnc(NC(=O)C(C)C)s1	-4%	13%	2%	-7%	-6%[46.1 µM]	-2%	0.0%	10%
COc1ccc(C)cc1NC(=O)CSc1nnc(-c2ccco2)n1N	2%	-19%	-7%	6%	-4%[46.1 µM]	6%	-1.1%	-26%[38.3 µM]
O=C(O)CCC(=O)N1CCc2cc(S(=O)(=O)N3CCN(c4ccc(F)cc4)CC3)ccc21	-10%	-8%	2%	u	-1%[46.1 µM]	-10%	9.6%	-7%[38.3 µM]
CCC(C)(C(=O)NC1CCCCC1)N(C(=O)CNC(=O)c1ccccc1)c1c(C)n(C)n(-c2ccccc2)c1=O (stereo not given)	-3%	-19%	-3%	3%	7%	-3%	2.1%	-3%
COc1ccc(NS(=O)(=O)c2cc(C)ccc2NC(=O)c2cc(C)oc2C)cc1	-26%	-12%	0%	-4%	17%[46.1 µM]	-3%	11%	37%[activator][38.3 µM]
CN(CCO)c1ccc([N+](=O)[O-])cc1C(=O)O	-4%	4%	9%	-5%	-2%[46.1 µM]	8%	-8.4%	11%
CCOn1c(SCC)nc2ccccc2c1=O	1%	-15%	-4%	3%	-5%[46.1 µM]	3%	0.0%	-8%[38.3 µM]
CCOc1cc(/C=N\Nc2nc(-c3ccc(C)cc3)c(NC(C)=O)s2)ccc1O	i	x	x	-25%	-6%	-3%	0.0%	x
COc1ccc2c(c1)O[C@@H](c1ccc3c(c1)OCO3)[C@H](OC(=O)N[C@H](C)C1CCCCC1)C2=O	-8%	-1%	-2%	19%	x	32µM*	0.1%	19%
O=c1c(C(c2ccc(Cl)cc2)c2c(O)nc3n(c2=O)CCS3)c(O)nc2n1CCS2	4%	x	x	-10%	4%	-31%	-1.6%	x
COc1cc(OC)cc(-c2nnc(SCc3cccc(C(=O)O)c3)o2)c1	-6%	-13%	0%	-1%	u	7%	-7.2%	31%[38.3 µM]
Cc1ccccc1NC(=S)N(Cc1cccs1)C1CCCCC1	-6%	-11%	7%	4%	-37%	7%	6.7%	11%
Cc1ccc2nc(CC(=O)c3ccc4ccccc4c3)c(=O)[nH]c2c1	x	-4%[9.22 µM]	-1%[7.66 µM]	x	x	4%[14.2 µM]	x	-10%
COCCCNC(=O)Cn1cnc2sc(C)c(S(=O)(=O)N3CCN(c4ncccn4)CC3)c2c1=O	i	0%	0%	-20%	-5%	-2%	-0.2%	2%
CCC(C)NC(=O)Cn1nc(C(F)(F)F)c2c1CCCC2 (stereo not given)	-4%	8%	0%	10%	-1%[46.1 µM]	-4%	-1.2%	18%
